MPTP inh: mitochondrial permeability transition pore inhibitors, primary screen, biochemical, isolated mouse mitochondria, absorbance; Ca2+ swelling absorbance, 30 min; inhibition, % at 10 µM; 360,000 tested, 1.4% active; AID 602449, 2012;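 active = inhibition of 50% or more, scaled per plate between neutral and stimulator controls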;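 note: 0% = DMSO wells given calcium and 100% = 1 mM EGTA wells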
A3G deaminase: APOBEC3G DNA deaminase inhibitors, primary screen, biochemical, fluorescence, single-stranded DNA substrate, uHTS. AID 493012, 2011. recombinant A3G, ssDNA deamination FAM/TAMRA fluorescence. 330,000 tested, 0.28% active. inhibition, % at 20 µM;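 active = inhibition of at least 40% at 20 µM, with no more than 30% in the related APOBEC3A deaminase screen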;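 note: plate controls were DMSO wells with A3G for no effect and wells lacking A3G enzyme for full effect; some compounds called inactive have numbers as strong as hits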
mIAP inh: inhibitors of mouse IAP, primary screen, biochemical, luminescence, uHTS; purified mouse IAP, CDP-Star luminescence, 30 min; 330,000 tested, 0.2% active; inhibition, % at 10 µM; AID 2806, 2010; intestinal alkaline phosphatase [Mus musculus];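 active = inhibition of at least 40% at 10 µM in the primary screen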;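 note: plate controls were DMSO with enzyme for no effect and no enzyme wells for full effect; values of inactives mirror those of a sister screen read the other way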
A3A deaminase: APOBEC3A ssDNA deaminase inhibitors, primary screen, selectivity assay for APOBEC3G inhibitor project, biochemical, FAM/TAMRA oligo cleavage fluorescence; DNA dC->dU-editing enzyme APOBEC-3A (Homo sapiens), P31941; recombinant A3A, FAM/TAMRA ssDNA deamination fluorescence; inhibition, % at 20 µM; 330,000 tested, 0.41% active;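 active = at least 40% inhibition at 20 µM here, with at most 30% in a related deaminase screen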;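 note: plate controls were A3A with DMSO for no effect and wells lacking A3A enzyme for full effect; some results filed as inactive read as strong as hits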
Target sequence (P31941 whole entry, looked up): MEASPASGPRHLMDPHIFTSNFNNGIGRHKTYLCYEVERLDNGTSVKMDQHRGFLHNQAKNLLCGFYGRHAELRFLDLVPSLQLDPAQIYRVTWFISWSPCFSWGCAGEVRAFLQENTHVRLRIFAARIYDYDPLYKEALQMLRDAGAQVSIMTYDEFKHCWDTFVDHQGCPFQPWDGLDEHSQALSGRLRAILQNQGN
mIAP activ: activators of mouse IAP, primary screen, biochemical, luminescence, uHTS; intestinal alkaline phosphatase [Mus musculus]; muIAP, CDP-Star luminescence, 30 min; hits give high values; 1 = vehicle-only enzyme signal, 0 = enzyme-free wells; activation factor at 10 µM; 330,000 tested, 0.24% active; AID 2805, 2010;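 active = activation factor of at least 2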; note: the source names both 10 and 20 µM as test concentration; values of inactives mirror those of a sister screen read the other way
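System: mouse IAP enzyme. Reagent: CDP-Star chemiluminescent phosphatase substrate. Benchmarks: DMSO wells, no-enzyme wells. Times: 30 min enzyme-substrate-compound incubation at room temperature. Detection: luminescence from enzymatic CDP-Star hydrolysis. Doses: test compounds delivered from DMSO solution.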
hIAP block: human IAP inhibitors, primary screen, biochemical, luminescence, uHTS; purified IAP, CDP-Star luminescence, 30 min; inhibition, % at 10 µM; 330,000 tested, 0.12% active;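 active = inhibition reaching a set limit with compound at 10 µM in the primary screen, cut at about 35% in these data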;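 note: plate controls were DMSO wells with enzyme for no effect and no-enzyme buffer wells for full effect; values of inactives mirror those of a sister screen read the other way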
Target sequence (P09923 whole entry, looked up): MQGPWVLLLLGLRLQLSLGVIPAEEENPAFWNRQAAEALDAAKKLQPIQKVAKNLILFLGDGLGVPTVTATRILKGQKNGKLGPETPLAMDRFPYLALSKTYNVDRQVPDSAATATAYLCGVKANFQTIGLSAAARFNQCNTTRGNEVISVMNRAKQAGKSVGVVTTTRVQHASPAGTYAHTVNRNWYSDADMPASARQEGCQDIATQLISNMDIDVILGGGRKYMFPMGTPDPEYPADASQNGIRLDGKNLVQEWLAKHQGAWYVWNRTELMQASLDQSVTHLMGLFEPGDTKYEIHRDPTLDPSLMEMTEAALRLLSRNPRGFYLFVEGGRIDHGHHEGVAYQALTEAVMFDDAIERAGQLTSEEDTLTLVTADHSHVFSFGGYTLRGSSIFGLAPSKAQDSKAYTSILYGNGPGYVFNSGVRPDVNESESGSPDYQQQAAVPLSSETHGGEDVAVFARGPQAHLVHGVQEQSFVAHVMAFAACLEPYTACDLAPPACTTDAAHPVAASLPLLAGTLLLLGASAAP
GRIN3A LBD mod: binders of NR3A ligand-binding domain, primary screen, biophysical, differential scanning fluorimetry, uHTS; Glutamate receptor ionotropic, NMDA 3A (GRIN3A) ligand-binding domain; NR3A LBD differential scanning fluorimetry, Tm shift; 0% = protein alone, 100% = glycine-bound protein; Tm shift relative to glycine control, % at 25 µM; 340,000 tested, 2.5% active;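 active = melting temperature shift of at least 10% of the positive control shift, at one fixed dose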
MIN6 prolif: inducers of MIN6 beta-cell proliferation, primary screen, ATP luminescence, uHTS | MIN6 cells proliferation, ATPlite luminescence, 48 h; cells starved in 0.2% serum; 100% = growth in 10% serum | proliferation, % at 10 µM | 330,000 tested, 0.29% active;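 active = compounds whose signal lies at least 3.5 SD above the mean of all wells on their plate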;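 note: 0% = DMSO-treated cells in low-serum medium and 100% = 10% serum control; some compounds called inactive have numbers as strong as hits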
hIAP act: human IAP activators, primary screen, biochemical, luminescence, uHTS | purified human IAP, CDP-Star luminescence, 30 min; hits give high values; 1 = vehicle-only enzyme, 0 = enzyme-free background | AID 2524, 2010 | activation factor at 10 µM | 330,000 tested, 0.16% active | Intestinal-type alkaline phosphatase (Homo sapiens), P09923;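 active = activation factor of the enzyme at least 2-fold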; note: the source names both 10 and 20 µM as test concentration; values of inactives mirror those of a sister screen read the other way
An asterisk follows results filed as active; nt = no result given.

Compound | GRIN3A LBD mod | mIAP inh | mIAP activ | MPTP inh | MIN6 prolif | A3G deaminase | hIAP act | hIAP block | A3A deaminase
COCCNC(=O)CSc1ccccc1C(=O)NCC1CCCCC1 | -3 | 1 | 0.99 | 0.5 | -1 | -8 | 1.4 | -36 | -1
Cc1c(NC(=O)CSCc2ccccc2)cccc1C(=O)O | -1 | -4 | 1 | -1.3 | -3 | -2 | 0.93 | 7 | 0
COc1ccccc1N1CCN(C(=O)Cn2nnc(-c3cccs3)n2)CC1 | -1 | -5 | 1 | -0.1 | -1 | 8 | 1.1 | -8 | -1
CC1=NN(C(=O)Cn2nc([N+](=O)[O-])cc2C)C(O)(C(F)(F)F)C1 (stereo unspecified) | 0 | -5 | 1.1 | 0.1 | -1 | 1 | 0.95 | 5 | 3
O=C(COC(=O)c1cn(-c2ccccc2)nc1-c1ccc(F)cc1)Nc1ncc(Cl)cc1Cl | 0 | 6 | 0.94 | 4.6 | -2 | 3 | 0.92 | 8 | 4
CCCC(c1nnnn1CCc1ccccc1)N1CCC(C(N)=O)CC1 (stereo unspecified) | 2 | 2 | 0.98 | -0.2 | -3 | -3 | 1 | -4 | -5
O=C(COC(=O)CN1C(=O)C2CCCCC2C1=O)Nc1cc(F)ccc1F (stereo unspecified) | 1 | 1 | 0.99 | 1.0 | 1 | -8 | 1 | -5 | -2
COc1ccc(CCNC(=O)NS(=O)(=O)c2ccc(C)cc2)cc1OC | -2 | -2 | 1 | 1.2 | 4 | -6 | 1 | -1 | 4
CN(Cc1ccco1)C(=O)c1ccc(OC2CCN(Cc3ccccn3)CC2)cc1 | -1 | 2 | 0.98 | -1.7 | 3 | 2 | 1 | -2 | -4
CN(C1CCCCC1)S(=O)(=O)c1ccc(S(=O)(=O)N2CCN(C(=O)c3ccccc3F)CC2)cc1 | 1 | 4 | 0.96 | 3.4 | -2 | 2 | 1.2 | -24 | 3
COc1cccc(CN(C)C(=O)C2CCN(S(=O)(=O)c3ccc(C)cc3)CC2)c1OC | -1 | -2 | 1 | -0.3 | 6 | -6 | 1.1 | -8 | 0
CCOC(=O)N1CCN(C(=O)CS(=O)(=O)c2cn(Cc3ccc(Cl)cc3)c3ccccc23)CC1 | -1 | -2 | 1 | -1.2 | -3 | -1 | 0.95 | 5 | -2
O=C(COC(=O)c1ccc(Cl)c([N+](=O)[O-])c1)NC1CCCC1 | 0 | 6 | 0.94 | 0.0 | 2 | -8 | 1.1 | -7 | -4
COCCn1c(C)cc(C(=O)COC(=O)CCN2C(=O)c3ccccc3C2=O)c1C | 1 | 6 | 0.94 | 1.1 | -4 | -6 | 0.9 | 10 | -2
O=C(c1cccc(S(=O)(=O)NCc2ccc3c(c2)OCO3)c1)N1CCCC1 | 0 | -11 | 1.1 | -0.4 | -2 | -9 | 0.94 | 6 | 89*

Limited to MIN6 prolif, A3A deaminase and GRIN3A LBD mod, for 4 of the compounds above:
structure | MIN6 prolif | A3A deaminase | GRIN3A LBD mod
O=C(c1cccc(S(=O)(=O)NCc2ccc3c(c2)OCO3)c1)N1CCCC1 | -2 | 89* | 0
CCOC(=O)N1CCN(C(=O)CS(=O)(=O)c2cn(Cc3ccc(Cl)cc3)c3ccccc23)CC1 | -3 | -2 | -1
O=C(COC(=O)CN1C(=O)C2CCCCC2C1=O)Nc1cc(F)ccc1F (stereo unspecified) | 1 | -2 | 1
O=C(COC(=O)c1ccc(Cl)c([N+](=O)[O-])c1)NC1CCCC1 | 2 | -4 | 0

Remaining list, next part.
Compound | GRIN3A LBD mod | mIAP inh | mIAP activ | MPTP inh | MIN6 prolif | A3G deaminase | hIAP act | hIAP block | A3A deaminase
CCOC(=O)c1cccc(NC(=O)CCn2nc(C)c(S(=O)(=O)N3CCCCC3)c2C)c1 | -3 | -3 | 1 | -1.8 | -2 | -2 | 1.1 | -15 | 0
CCOc1cc(NC(=S)NCCCN2CCOCC2)c(OCC)cc1NC(=O)c1cccc(F)c1 | -2 | 10 | 0.9 | -2.8 | -2 | 0 | 0.94 | 6 | 1
Cc1ccc(S(=O)(=O)N2CCOCC2)cc1C(=O)N(C)CCOc1ccc(Cl)cc1 | -2 | -7 | 1.1 | 7.0 | -1 | 15 | 1.1 | -10 | 7
c1ccc(-c2nnc(N3CCOCC3)nc2-c2ccccc2)cc1 | -2 | -2 | 1 | -0.8 | 1 | 0 | 0.81 | 19 | 2
OCc1cc(CO)c(O)c(CCc2ccccc2)n1 | 1 | -6 | 1.1 | -1.8 | -2 | 2 | 1 | -3 | 0
O=[N+]([O-])CC(c1ccccc1)P(=O)(c1ccccc1)c1ccccc1 (stereo unspecified) | 2 | -2 | 1 | -0.1 | 0 | 11 | 1.3 | -34 | -2
O=S(=O)(c1ccc(NC(=S)N/N=C/c2c3ccccc3cc3ccccc23)cc1)N1CCOCC1 | 2 | -8 | 1.1 | 3.6 | -1 | 3 | 1 | -1 | 0
COc1ccc(CCNC(=O)C2c3ccccc3C(=O)N2CCC(C)C)cc1OC (stereo unspecified) | 1 | 0 | 1 | 1.8 | 1 | -6 | 1.1 | -6 | -1
O=C1CCCc2c1cc(C(=O)Nc1ccc(Cl)cn1)c(=O)n2-c1ccccc1 | 0 | 4 | 0.96 | -1.6 | -1 | -12 | 1 | -2 | -7
COCCCN1C(=O)C(=O)/C(=C(/O)c2ccc(S(=O)(=O)N3CCOCC3)cc2)C1c1ccc(C)cc1 (stereo unspecified) | -2 | 3 | 0.97 | -0.7 | -2 | 0 | 1.2 | -20 | -5
CCN(CC)c1nc(C#N)nc(N(CC)CC)n1 | 1 | 4 | 0.95 | 1.9 | -2 | 7 | 1 | 0 | 3
Cc1ccc(CN2CC(C(=O)N3CCN(S(=O)(=O)c4cc(C)ccc4C)CC3)CC2=O)cc1 (stereo unspecified) | -1 | -8 | 1.1 | -0.5 | -1 | -9 | 1.1 | -10 | -1
Cc1ncc(CO)c2c1Oc1nc(-c3ccccc3)nc(SCC(=O)N(C)c3ccccc3)c1C2 | nt | 6 | 0.94 | nt | -4 | -2 | 1 | -5 | 0
O=C1c2ccccc2C(Nc2cccc(C(F)(F)F)c2)N1Cc1ccco1 (stereo unspecified) | -6 | 3 | 0.97 | 63* | -4 | 2 | 0.97 | 2 | 1
COc1ccc(NS(=O)(=O)c2cccc(NC(=O)CCS(=O)(=O)c3ccccc3)c2)cc1 | -15 | -1 | 1 | 55* | 0 | 0 | 0.96 | 4 | 0

Further compounds follow.
Compound | GRIN3A LBD mod | mIAP inh | mIAP activ | MPTP inh | MIN6 prolif | A3G deaminase | hIAP act | hIAP block | A3A deaminase
COc1ccc(/C=N/NC(=O)c2[nH]nc3c2CCc2ccccc2-3)cc1OC | 34* | 2 | 0.98 | 3.0 | -3 | -1 | 0.99 | 1 | -1
Cc1cc(OC(C)C(=O)NCC2CCC(C(=O)O)CC2)c2c(C)cc(=O)oc2c1 (stereo unspecified) | -3 | 12 | 0.88 | 0.1 | -1 | -5 | 0.91 | 9 | 2
CC(C)[C@H](NC(=O)C1CCN(S(=O)(=O)c2ccccc2)CC1)C(=O)NCc1ccco1 | -1 | 3 | 0.97 | 0.6 | 2 | -4 | 1.1 | -15 | -7
O=C(Nc1ccccc1)N1CCNCC1 | -2 | 0 | 1 | -1.0 | 3 | -8 | 1.1 | -14 | 9
Cc1cc(NC(=O)c2cc(-c3ccc(O)cc3)on2)no1 | -6 | 2 | 0.98 | 1.9 | -2 | 1 | 1.2 | -19 | 2
Cc1nc(Cc2nnc(SCC(=O)N(C)c3ccccc3)o2)cs1 | 0 | 4 | 0.96 | -0.4 | 5 | -3 | 1 | 0 | 6
Cc1cc(OC(C)C)c2c(-c3ccccc3)cc(=O)oc2c1 | 1 | 6 | 0.94 | -0.8 | 0 | -7 | 0.95 | 5 | -1
COc1ccc(CCNC2=NCCS2)cc1OC | 3 | 11 | 0.89 | 1.5 | -2 | -9 | 1.1 | -7 | -3
COc1cccc(CN2CC(C(=O)N3CCN(c4ccc(Cl)cc4)CC3)CCC2=O)c1 (stereo unspecified) | -4 | 1 | 0.99 | -1.4 | -2 | -4 | 1.2 | -17 | -3
O=C(COc1ccc(Cl)cc1Cl)N(c1ccccn1)C1CCCCC1 | -4 | 5 | 0.95 | 21 | -2 | -4 | 1 | -2 | 1
CC1CCc2c(sc(NC(=O)c3ccccc3C(=O)O)c2C#N)C1 (stereo unspecified) | 0 | 2 | 0.98 | -1.9 | -4 | -7 | 0.94 | 6 | -3
CCC(CC)c1nnc(NC(=O)CS(=O)(=O)Cc2ccccc2)s1 | 2 | 3 | 0.97 | 0.0 | -2 | -1 | 1.1 | -6 | -1
CC(C)CC(NC(N)=O)C(=O)NCc1ccc(Cl)cc1 (stereo unspecified) | 2 | -4 | 1 | 0.3 | 0 | -4 | 0.96 | 4 | 5
CCC(Sc1ncnc2c1nnn2-c1ccc(F)cc1)C(=O)OC (stereo unspecified) | 1 | 11 | 0.89 | -1.6 | -2 | -4 | 1.2 | -25 | -1
COc1ccc([N+](=O)[O-])cc1NC(=O)C(C)OC(=O)CSC(C)C(=O)Nc1cc(C)on1 (stereo unspecified) | 1 | -2 | 1 | -3.5 | -3 | -3 | 1 | -4 | 3

(listing goes on)
Compound | GRIN3A LBD mod | mIAP inh | mIAP activ | MPTP inh | MIN6 prolif | A3G deaminase | hIAP act | hIAP block | A3A deaminase
Cc1cccc(-n2cnc(C(=O)N/N=C/c3ccccc3)c2)n1 | -2 | -6 | 1.1 | 0.6 | 1 | -7 | 1 | -1 | -4
C=CCNC(=O)CN(Cc1ccccc1)S(=O)(=O)c1ccc(C)cc1 | -1 | -1 | 1 | 1.1 | -1 | -3 | 1.2 | -16 | -4
CCN(CC(=O)Nc1c(F)cccc1F)C(=O)c1ccc2ncsc2c1 | 4 | 4 | 0.96 | -0.4 | 0 | -10 | 0.96 | 4 | -3
C/C(=N\NC(=O)c1cccc([N+](=O)[O-])c1)c1ccncc1 | 1 | 9 | 0.91 | -3.6 | 1 | -7 | 0.93 | 7 | -2
CCOc1ccc(NC(=O)CC2C(=O)N(c3ccc(OC)cc3)C(=S)N2Cc2ccccn2)cc1 (stereo unspecified) | 4 | -4 | 1 | 0.9 | -2 | 0 | 1.1 | -10 | 1
CC(=O)c1cccc(NC(=O)CSc2nnc(-c3ccncc3)o2)c1 | -1 | 8 | 0.92 | -1.0 | -3 | -8 | 0.92 | 8 | -2
O=C(NCc1cc(C(F)(F)F)ccc1Cl)c1cccc2c1C(=O)c1ccc(N3CCC(Cc4ccccc4)CC3)cc1S2(=O)=O | -2 | 6 | 0.94 | 0.8 | -3 | 2 | 0.98 | 2 | -2
CC(=O)c1c(C)[nH]c(C(=O)CSc2nnc3ccccn23)c1C | 0 | 1 | 0.99 | -1.6 | -2 | -8 | 1.1 | -7 | -6
